Source: PubChem BioAssay
p53null 39C tox: p53 null cell cytotoxicity, nonpermissive temperature; H1299 p53-null (neo) cells, 39C, ATPlite viability, 24 h; Potency, µM (doses to about 46.1 µM), without a hit: at the top dose activity, negative = cell killing, hits mostly cytotoxic; 55,000 compounds, 0.97% hits; AID 904;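 note: potency is the fitted concentration of half-maximal effect; 0% = DMSO only and -100% = full killing by 100 µM tamoxifen; nearly all actives have a fitted effect of over 50% in size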
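Concentration-response (up to 46 uM) was run for 24 h at the nonpermissive 39C on H1299-p53A138V or H1299-neo cells. ATP content was measured with ATPlite luminescence. AC50 values were Hill-modeled after normalizing between DMSO and 100 uM tamoxifen killing.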
B2AR arrestin ag: beta-arrestin recruitment by human beta2-adrenergic receptor ligands; P07550; HTLA Tango cells, beta-arrestin recruitment, luciferase luminescence, 18 h; Potency, µM (highest dose often 46.1 µM), for the others: at the highest dose activation, usual class: activators; 44,000 tested, under 10 active;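 note: potency is the fitted concentration of half-maximal effect; 0% = DMSO and full agonism = EC100 isoproterenol or metaproterenol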
Target sequence (P07550 whole entry, looked up): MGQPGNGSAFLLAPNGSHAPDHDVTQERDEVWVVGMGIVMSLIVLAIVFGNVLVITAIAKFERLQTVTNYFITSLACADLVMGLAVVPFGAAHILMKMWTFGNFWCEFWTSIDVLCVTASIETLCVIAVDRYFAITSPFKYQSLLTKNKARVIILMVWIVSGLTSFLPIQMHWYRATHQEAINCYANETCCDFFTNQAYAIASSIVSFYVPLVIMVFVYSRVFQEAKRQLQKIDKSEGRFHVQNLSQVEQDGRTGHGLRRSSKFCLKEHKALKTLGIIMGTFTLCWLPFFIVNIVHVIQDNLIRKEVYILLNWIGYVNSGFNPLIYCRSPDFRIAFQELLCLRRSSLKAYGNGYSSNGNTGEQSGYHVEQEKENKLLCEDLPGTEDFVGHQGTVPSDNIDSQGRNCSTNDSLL
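Receptor–beta-arrestin recruitment read by tTA-responsive luciferase: compound titrations (up to 46 µM) incubated 18 h with Tango cells, then luminescent substrate 15 min at room temperature. Concentration-response fits classified by r2, efficacy and activity.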
p53null 32C tox: kills p53 null cells at the permissive temperature; H1299-neo p53 null cells, ATP luminescence, 24 h, 32C; Potency, µM (doses to about 46.1 µM), without a hit: at the highest dose activity change, negative = cytotoxicity, actives largely listed as cytotoxic; 55,000 compounds, 0.62% hits; AID 903;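 note: potency is the fitted concentration of half-maximal effect; 0% = DMSO only and -100% = full killing by 100 µM tamoxifen; nearly all actives have a fitted effect of over 55% in size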
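Overnight 37C seeding (600 cells/well) of H1299-neo preceded a 24 hr, 32C exposure to compounds up to 46 uM. ATP levels, read by luminescence after 20 min at RT, indicated surviving cells.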
NTMT1 inhibitor: inhibitors of human N-terminal methyltransferase NTMT1. Potency, µM (titrated, usually from 114 µM), inactives show at the top dose activity change, negative = inhibition, usual class: inhibitors. 59,000 compounds, 2.5% hits. NTMT1 MTase-Glo SAH luminescence, purified enzyme. Q9BV86;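 note: potency is the fitted concentration of half-maximal effect; plate controls were DMSO vehicle for no effect and no enzyme for full effect; nearly all actives have a fitted effect of over 65% in size; many of its hits are not listed in these tables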
Target sequence (Q9BV86 whole entry, looked up): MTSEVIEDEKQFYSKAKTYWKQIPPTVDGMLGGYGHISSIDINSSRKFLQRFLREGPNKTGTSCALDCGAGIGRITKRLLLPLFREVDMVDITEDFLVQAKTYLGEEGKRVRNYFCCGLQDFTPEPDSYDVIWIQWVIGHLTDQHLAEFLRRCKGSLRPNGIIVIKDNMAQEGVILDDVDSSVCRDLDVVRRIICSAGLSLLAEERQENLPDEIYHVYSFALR
GALK inh: inhibitors of human galactokinase (GALK); P51570; recombinant GALK, Kinase-Glo ATP luminescence, 1 h; Potency, µM (doses to about 57.5 µM), without a hit: at the top dose activity, negative = inhibition, most hits filed as inhibitors; 44,000 tested, under 10 active; AID 1347072;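 note: plate controls were full GALK reaction for no effect and reaction lacking GALK for full effect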
Target sequence (P51570 whole entry, looked up): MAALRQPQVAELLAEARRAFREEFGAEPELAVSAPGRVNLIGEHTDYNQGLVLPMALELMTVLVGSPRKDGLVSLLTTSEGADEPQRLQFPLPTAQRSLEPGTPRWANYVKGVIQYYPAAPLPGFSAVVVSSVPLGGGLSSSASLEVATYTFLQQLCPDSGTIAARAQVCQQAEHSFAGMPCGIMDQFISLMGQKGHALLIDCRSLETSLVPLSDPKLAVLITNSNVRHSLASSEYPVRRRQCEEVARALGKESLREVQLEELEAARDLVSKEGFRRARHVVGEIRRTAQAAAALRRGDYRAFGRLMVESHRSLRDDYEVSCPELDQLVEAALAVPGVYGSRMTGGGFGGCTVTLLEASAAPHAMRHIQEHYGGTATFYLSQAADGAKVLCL
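Luminescent ATP-depletion readout (Kinase-Glo Plus) after 1 h room-temperature incubation of human GALK (5 nM) with galactose 100 µM and ATP 35 µM, pH 8.0 HEPES/Mg2+ buffer; compounds tested in qHTS format.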
FH mod: Identification of activators of human fumarate hydratase by quantitative high-throughput screening; Fumarate hydratase, mitochondrial (Homo sapiens), P07954; FH coupled MDH/diaphorase resazurin fluorescence, 15 min; Potency, µM (series often up to 79.9 µM), for inactives: at the highest dose activity change, negative = inhibition, hits mostly inhibitors; 54,000 compounds, 0.22% hits; note: potency is the fitted concentration of half-maximal effect; % is set by controls: 0 for no effect and ±100 for the full control effect; the screen sought activators but most active calls are inhibition curves; nearly all actives have a fitted effect of over 45% in size
TSG101-PTAP inh: TSG101-PTAP interaction inhibition, HIV-1 budding | Q99816 | Fluorescence polarization, FITC-PTAP peptide/Tsg101, 20 min | Potency, µM (doses to about 115 µM), for inactives: top-dose activity change, negative = inhibition, actives largely listed as inhibitors | 44,000 tested, under 10 active; note: potency is the fitted concentration of half-maximal effect; 0% is about no effect
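Read-out is FITC fluorescence polarization. Compounds were added to Tsg101 binding domain (10 uM final), then FITC-PTAP peptide (50 nM final), 20 min at r.t. Total S+P intensity flags fluorescent compounds.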
Numbers without * were called inactive; u = inconclusive; x = no result given; [ ] = remark or other dose. Calls come from the whole dose curve; as a rule, active = well fitted curve in the direction sought with a large enough effect; inconclusive = small, poorly fitted or top-dose-only effect, or another doubt; inactive = no such curve, though single readings can be large; an effect the other way counts as inactive or inconclusive. A portion of the library; count on the stated rates, not on these rows.

mol,p53null 39C tox,B2AR arrestin ag,p53null 32C tox,NTMT1 inhibitor,GALK inh,FH mod,TSG101-PTAP inh
COc1ccc(Br)cc1CNC(=O)CN1C(=O)CSc2ccc(S(=O)(=O)N3CCOCC3)cc21,7%,1%,3%,-2%,3%,2%,-5%
Cc1cccc(C(=O)Nc2sc3c(c2C(=O)N2CCCCC2)CCC(C)C3)c1 (configuration not stated),22%,1%,22%,-12%,0%,-14%,-3%
CCCCc1nn2c(C)c(-c3ccc(OCC)cc3)nc2s1,-8%,0%,-14%,9%,1%,-6%,-5%
CCOc1ccc(C2C(C(=O)Nc3ccc(C)cc3C)=C(C)Nc3c(C(=O)Nc4ccc(C)cc4)cnn32)cc1OC (configuration not stated),-6%,0%,-3%,u,-1%,-27%,0%
O=C(NCc1ccccc1)C(=O)Nc1c2c(nn1-c1ccc(F)cc1)CSC2,3%,-4%,-8%,17%,1%,11%,2%
COc1ccc(-c2noc(-c3ccccc3OCC(=O)Nc3ccc(C(C)=O)cc3)n2)cc1,-5%,-3%,19%,2%,3%,1%,-6%
CC1=C(C(N)=O)C(c2ccc(C(C)C)cc2)n2nc(SCc3ccccc3)nc2N1 (configuration not stated),-15%,1%,-2%,4%,3%,1%,0%
CCCCNC(=O)c1cnc2c(-c3ccc(OCC)c(OCC)c3)c(C)nn2c1-c1ccccc1,-3%,0%,3%,18%,-1%,-6%,-3%
COc1ccc(Nc2ncc3c(n2)CCN(C(=O)OC(C)(C)C)C3)cc1,-7%,-2%,5%,-2%,-1%,-8%,-1%
Cc1cccc(C)c1NC(=O)CSc1nc2ccccc2c2nc(CCc3c(C)n[nH]c3C)nn12,-10%,-2%,2%,-3%,2%,-2%,-4%
CCOC(=O)c1cc(-c2ccccc2)n(-c2cccc(C(=O)Nc3cccc(C(C)=O)c3)c2)c1C,45%[activator],1%,34%[activator],21%,1%,-21%,0%
CCN(C(=O)C1CCCN(c2ncnc3c2nc2n3CCCCC2)C1)c1cccc(Cl)c1 (configuration not stated),-17%,2%,-4%,1%,1%,-47%,3%
COc1ccc(-c2noc(COc3ccc(C)cc3C)n2)cc1OC,1%,0%,-10%,9%,2%,-12%,0%
COc1ccc(Cn2ccn(CC(=O)Nc3cc(C)ccc3C)c(=O)c2=O)cc1,28%,1%,20%,79µM*,-8%,2%,3%
COc1ccc(C(=O)NCC(c2ccc(Cl)cc2)N2CCCCC2)cc1 (configuration not stated),-6%,-4%,-18%,-23%,6%,u,0%
Cc1cc(C)cc(-n2ccn(Cc3ccccc3C)c(=O)c2=O)c1,-7%,1%,0%,7%,3%,5%,1%
COc1ccc(CNc2nc(SCc3ccc(Cl)cc3)nc3ccccc23)cc1,-14%,-3%,-5%,6%,-1%,-17%,-1%
Cc1nn(C)c2c1c(C(F)(F)F)cc(=O)n2CC(=O)N1CCCCC1,-30%,3%,2%,-2%,1%,u,-4%
CCOC(=O)c1c(C)oc2nc(C)nc(N(CC(C)C)CC(C)C)c12,-4%,0%,18%,3%,-2%,-14%,-2%
COc1ccc(Nc2ncnc3onc(C)c23)cc1Cl,-5%,1%,2%,3%,-1%,9%,0%
Fc1ccc(Nc2c3c(nc4ccccc24)CCC3)cc1,u,0%,-4%,u,1%,-7%,-4%
Cc1ccc(NC(=O)Nc2cccc(C)n2)cc1,u,0%,u,-3%,0%,-1%,1%
COc1cccc2sc(N3CCN(C(=O)CCS(=O)(=O)c4ccc(F)cc4)CC3)nc12,8%,-3%,6%,6%,-4%,2%,3%
O=C(NCc1ccc(F)cc1)C1CCN(C(=O)c2cnn(-c3ccccc3)c2-n2cccc2)CC1,10%,-3%,0%,15%,-10%,-2%,0%
Cc1ccc(-c2ccc(=O)n(CC(=O)Nc3ccc(F)c(Cl)c3)n2)cc1C,0%,-4%,-11%,-21%,5%,-3%,0%
COCCn1c(C)cc(O)c(C(c2ccccc2)N2CCN(C)CC2)c1=O (configuration not stated),-7%,-1%,-9%,-15%,2%,10%,-1%
Cc1ccc(NS(=O)(=O)c2cc(-c3cnc(C4CC4)o3)ccc2C)cc1Cl,u,-1%,39%[activator],-2%,-2%,u,-2%
Cc1cc(NC(=O)C2CCN(S(=O)(=O)c3ccc(Br)s3)CC2)ccc1Br,u,0%,6%,2%,3%,-6%,3%
CCc1ccc(NC(=O)c2ccc3c(c2)nnn3CC)cc1,-10%,3%,-9%,19%,-1%,2%,-1%
Cc1cccc(NS(=O)(=O)c2ccc3oc(=O)c4ncn(C)c4c3c2)c1C,12%,0%,-1%,x,0%,x,1%

The closing five records of the section above open the next one.
mol,p53null 39C tox,B2AR arrestin ag,p53null 32C tox,NTMT1 inhibitor,GALK inh,FH mod,TSG101-PTAP inh
COCCn1c(C)cc(O)c(C(c2ccccc2)N2CCN(C)CC2)c1=O (configuration not stated),-7%,-1%,-9%,-15%,2%,10%,-1%
Cc1ccc(NS(=O)(=O)c2cc(-c3cnc(C4CC4)o3)ccc2C)cc1Cl,u,-1%,39%[activator],-2%,-2%,u,-2%
Cc1cc(NC(=O)C2CCN(S(=O)(=O)c3ccc(Br)s3)CC2)ccc1Br,u,0%,6%,2%,3%,-6%,3%
CCc1ccc(NC(=O)c2ccc3c(c2)nnn3CC)cc1,-10%,3%,-9%,19%,-1%,2%,-1%
Cc1cccc(NS(=O)(=O)c2ccc3oc(=O)c4ncn(C)c4c3c2)c1C,12%,0%,-1%,x,0%,x,1%
Cc1ccccc1-c1noc(-c2ccc(NCC3CCCO3)c([N+](=O)[O-])c2)n1 (configuration not stated),-17%,-3%,0%,0%,2%,-3%,-2%
COc1ccccc1CNS(=O)(=O)c1ccc2c(c1)CC(C)N2C(=O)C1CCC1 (configuration not stated),-14%,1%,0%,u,1%,-13%,-6%
COc1cccc(NC(=O)C(=O)NCC(c2ccc3c(c2)OCO3)N2CCN(C)CC2)c1 (configuration not stated),-2%,u,-10%,u,-8%,-5%,-5%
Cc1ccc(OCC(=O)NCC2(N3CCN(C)CC3)CCCCC2)cc1C,-19%,-2%,0%,10%,3%,-11%,1%
Cc1ccc(NCc2nnc3n2CCCCC3)cc1Cl,2%,1%,-8%,15%,-1%,-18%,1%
CC(=O)c1ccc(N2CCN(C(=O)Nc3cccc(F)c3)CC2)cc1,-5%,0%,-3%,-1%,0%,3%,-9%
CCN(CC)CCOC(=O)c1ccc(NC(=O)c2cc3c(s2)-c2ccccc2OC3)cc1,u,0%,u,u,-3%,-16%,5%
COc1ccc(N2CCN(C(=O)CCS(=O)(=O)c3cc4c(cc3Cl)NC(=O)CO4)CC2)cc1,-12%,0%,-4%,0%,-3%,-3%,-6%
O=C(C1CCCN(S(=O)(=O)c2ccc(Br)s2)C1)N1CCN(c2ccc(F)cc2)CC1 (configuration not stated),-18%,-1%,17%,11%,3%,-10%,-5%
COc1ccccc1CNC(=O)c1ccc(CS(=O)(=O)c2ccccc2C)o1,-16%,1%,-6%,-2%,9%,-4%,-2%
Cc1ccc(Cc2nc3ccccc3nc2SCC(=O)Nc2cccc(C(F)(F)F)c2)cc1,-11%,0%,-4%,10%,1%,-9%,12%
COC(=O)c1sc(N2C(=O)c3oc4ccc(C)cc4c(=O)c3C2c2ccc(OC)cc2)nc1C (configuration not stated),-3%,1%,-1%,1%,-7%,4%,0%
COC(=O)c1c(C)sc(-c2c(-c3cccc(Cl)c3)[nH]c3c2c(=O)[nH]c(=O)n3C)c1O,1%,0%,11%,-12%,0%,-20%,5%
CCn1c2c(c(=O)n3ncc(C(=O)Nc4cc(Cl)ccc4C)c13)CN(Cc1ccc(OC)cc1)CC2,-18%,1%,-8%,-2%,-2%,-21%,1%
COc1ccc(-c2noc(CSc3nnc(Cc4ccccc4)n3-c3cccc(C)c3)n2)cc1,76%[activator],1%,u,0%,6%,-24%,12%
Cn1c(=O)c2c(c3ccccc31)OC(=O)CC2c1cccc(Cl)c1 (configuration not stated),-6%,15%,0%,7%,0%,-32%,1%
CCOC(=O)c1c(NC(=O)c2cc3ccccc3c(=O)o2)sc2c1CCC(C(C)(C)C)C2 (configuration not stated),-3%,1%,-1%,17%,4%,8%,-10%
COC(=O)c1ccc(OC)c(Cn2c(=O)n(-c3cccc(Cl)c3)c(=O)c3c2c2cc(C)ccc2n3C)c1,-13%,0%,3%,8%,-4%,2%,-1%
COc1cccc(CNC(=O)c2nnc(Cc3ccc(Cl)cc3)o2)c1,0%,1%,4%,20%,2%,5%,-7%
CN(C(=O)CC(=O)Nc1ccc2nc3n(c(=O)c2c1)CCCCC3)c1ccccc1F,-15%,-4%,0%,2%,1%,-1%,1%
CCOC(=O)C1=C(CN2CCC(C)CC2)NC(=O)NC1c1ccc(OC(C)C)cc1 (configuration not stated),-3%,0%,-4%,0%,1%,-15%,-8%
Cc1cc(C)cc(Nc2cc(C(=O)NC3CCCCC3)c3ccccc3n2)c1,-13%,1%,-5%,6%,0%,1%,-1%
COc1cccc(CNC(=O)Cn2c(=O)ccc3cc(S(=O)(=O)N4CCC(C)CC4)ccc32)c1,14%,0%,13%,32%[activator],1%,-12%,-5%
COc1ccc(N2CCN(c3oc(/C=C/c4cccc(OC)c4)nc3C#N)CC2)cc1,-18%,-1%,-1%,-4%,2%,-2%,0%
COc1ccccc1N1CCN(C(=O)Cn2ncc3c(=O)oc4ccccc4c32)CC1,20%,1%,-8%,-3%,0%,-6%,3%
CCOC(=O)c1cc(-c2ccccc2)n(CCC(=O)Nc2ccc(Cl)c(C(F)(F)F)c2)c1C,u,-1%,44%[activator],1%,0%,u,0%
Cc1ccc(/C=C/c2onc(C)c2S(=O)(=O)N2CCC(C(=O)N3CCC(N(C)C(C)C)CC3)CC2)cc1,16µM*,0%,-19%,79µM*,1%,-12%,-1%
Cc1cccc(NC(=O)CSc2nc(C3CCCC3)nc3c2c(=O)n(C)c(=O)n3C)c1C,-9%,0%,-1%,12%,0%,4%,-2%
CCOc1ccc(-c2nc(SCC(=O)Nc3cc(F)ccc3F)n3[nH]c(=O)cc3n2)cc1,-8%,0%,6%,-24%,-2%,-14%,1%
COCCNC(=O)c1c[nH]c2ccc(S(=O)(=O)Nc3ccc(F)cc3F)cc2c1=O,-8%,1%,-6%,-7%,2%,-17%,-5%
